KCNK3 inh = human KCNK3 channel inhibition, primary screen. O14649. CHO-KCNK3 thallium flux, FluxOR fluorescence; hits give low values. B-score at 10 µM. hit rate 0.84% among 340,000. AID 602410;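 active means B-score under library mean minus 4 SD, starting fluorescence ratio at most library mean plus 5 SD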;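 further: more negative B-score means stronger inhibition of thallium flux through KCNK3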
Target sequence (O14649 whole entry, looked up): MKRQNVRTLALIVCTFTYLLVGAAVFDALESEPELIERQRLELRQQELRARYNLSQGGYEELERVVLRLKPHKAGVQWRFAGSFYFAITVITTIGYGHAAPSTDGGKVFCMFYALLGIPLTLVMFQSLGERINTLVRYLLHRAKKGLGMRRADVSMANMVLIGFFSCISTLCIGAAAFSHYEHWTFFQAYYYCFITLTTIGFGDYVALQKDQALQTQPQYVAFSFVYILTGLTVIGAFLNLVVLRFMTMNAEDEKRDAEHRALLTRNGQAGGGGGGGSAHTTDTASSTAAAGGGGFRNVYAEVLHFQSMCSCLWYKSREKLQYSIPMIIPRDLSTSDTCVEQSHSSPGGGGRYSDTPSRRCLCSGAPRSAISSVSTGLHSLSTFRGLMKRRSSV
Dyrk1A ADPGlo = Dyrk1A (rat) kinase inhibition. ADP-Glo luminescence, NFATc1 peptide. inhibition, % at 12.5 µM. hit rate 0.43% among 310,000. AID 504441; in the data active means inhibition above about 50%;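 further: plate controls were vehicle with enzyme for no effect and no enzyme for full effect; many of its hits are not listed in these tables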
GSK3 alpha inh = blocks human GSK-3 alpha kinase; P49840; ADP-Glo luminescence, 60 min; inhibition, % at 10 µM; hit rate 0.1% among 320,000; AID 2650;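 in the data active means inhibition above about 50%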;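 further: GST-tagged GSK-3 alpha with peptide substrate and 25 µM ATP; 0% = DMSO neutral wells and 100% = GW8510 positive control wells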
Target sequence (P49840 whole entry, looked up): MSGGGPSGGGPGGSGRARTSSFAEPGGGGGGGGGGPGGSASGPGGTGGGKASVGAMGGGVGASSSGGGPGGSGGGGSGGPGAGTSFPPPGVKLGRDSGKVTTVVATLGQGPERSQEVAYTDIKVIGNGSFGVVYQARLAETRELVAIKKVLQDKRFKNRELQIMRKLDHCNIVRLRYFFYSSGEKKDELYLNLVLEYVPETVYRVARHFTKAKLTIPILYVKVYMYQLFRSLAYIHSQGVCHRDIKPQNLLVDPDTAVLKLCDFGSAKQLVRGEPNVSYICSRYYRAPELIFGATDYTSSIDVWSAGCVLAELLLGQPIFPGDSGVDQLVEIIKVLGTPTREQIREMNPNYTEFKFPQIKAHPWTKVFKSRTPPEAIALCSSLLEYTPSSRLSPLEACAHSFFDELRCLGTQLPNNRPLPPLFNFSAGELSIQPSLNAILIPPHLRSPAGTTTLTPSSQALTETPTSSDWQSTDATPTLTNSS
Active calls of the source: *; i = inactive. Some of the compounds tested. The share of hits here may be higher or lower than overall.

mol | KCNK3 inh | Dyrk1A ADPGlo | GSK3 alpha inh
CC(C(=O)Nc1ccc([N+](=O)[O-])cc1Cl)N1CCN(S(=O)(=O)c2cccs2)CC1 (stereo not given) | i | -3 | -6
CN(C)S(=O)(=O)c1ccc(C(=O)NCC2(N3CCOCC3)CCCCC2)cc1 | i | 4 | -3
CCN(CC(=O)Nc1cc(Cl)cc(Cl)c1)CC(=O)NC1CCS(=O)(=O)C1 (stereo not given) | i | 1 | 1
Cc1ccc(S(=O)(=O)OCCC2=CC(=O)CCN2Cc2ccccc2)cc1 | i | -15 | 0
COC(=O)c1cn(C(=O)c2cccs2)c2ccccc12 | i | 4 | 5
O=C(CSc1ccccc1)NCC(c1ccco1)N1CCCCC1 (stereo not given) | i | 8 | -2
CN(Cc1ccccc1)C(=O)CN1CCN(S(=O)(=O)c2ccc(Cl)c(Cl)c2)CC1 | i | 5 | -1
CCN(Cc1ccc2c(c1)OCCO2)C(=O)CN1C(=O)NC2(CCCCC2)C1=O | i | -4 | -8
O=C(Nc1ccc(F)c(F)c1)c1ccccc1 | i | 8 | 0
OCC[C@H]1C[C@@H](O)[C@H](O)[C@]2(Cc3ccccc3CO2)O1 | i | -2 | 1
O=C(Cn1cnc2ccccc2c1=O)NCC(=O)N1CCN(c2ccccn2)CC1 | i | -1 | 0
C#CCOCCOCCOCCNc1nc(N2CCOCC2)nc(N2CCN(C(=O)CCCCCCCCCCNC(=O)[C@H](CO)n3cc(CCCCCN)nn3)CC2)n1 | i | 6 | -1
CCOC(=O)c1c(C)[nH]c(C)c1C(=O)COC(=O)c1ccc(S(=O)(=O)C(F)F)cc1 | i | -2 | -1
CC(C)C[C@@H]1NC(=O)[C@H](CO)NC(=O)c2cc([N+](=O)[O-])cc(I)c2OCC[C@@H](C(N)=O)NC1=O | i | 3 | 2
Cc1cccc(NC(=O)c2ccc(OCc3c(C)noc3C)cc2)c1C | i | -5 | -2
Cc1ccccc1-n1c(Cn2c(=O)sc3ccccc32)nnc1SCC(=O)N1CCOCC1 | i | 3 | 14
Cc1nc2cc(NC(=O)N(C)c3ccc4ccccc4c3)ccc2o1 | i | -2 | -4
Cc1ccc2nc(-c3ccccc3)cc(C(=O)Nc3cccnc3)c2c1 | i | -1 | -3
CC(OC(=O)c1ccc([N+](=O)[O-])o1)C(=O)NC1CCCCC1C (stereo not given) | i | 3 | -2
Nn1c(SCC(=O)Nc2cccc(Br)c2)nnc1C1CC1 | i | 1 | 1
Cn1c(N)c(C(=O)COC(=O)c2ccccc2C(=O)c2ccc(Cl)c([N+](=O)[O-])c2)c(=O)n(C)c1=O | i | -3 | -1
CC1CCN(S(=O)(=O)c2ccc(C(=O)N3CCCC3C(=O)O)cc2)CC1 (stereo not given) | i | -5 | -2
CCN(c1ccccc1)S(=O)(=O)c1ccc(OC)c(NC(=O)CN2C(=O)NC(C)(C)C2=O)c1 | i | -2 | 0
CC(C)NC(=O)Nc1ccc2c(c1)C(=O)N([C@H](C)CO)C[C@@H](C)[C@@H](CN(C)C(=O)NC1CCCCC1)O2 | i | 8 | 1
CCCCCCCNC(=O)C1(CC2CC(c3ccccc3)=NO2)CCN(C(=O)OC(C)(C)C)CC1 (stereo not given) | i | 7 | 2
C[C@]12c3[nH]c4ccccc4c3CCN1C(=O)C(CC(=O)NCCCn1ccnc1)C[C@@H]2C(=O)N1CCCCC1 (stereo not given in full) | i | -1 | 5
COc1ccc(C(=O)N2CCc3ccccc32)cc1S(=O)(=O)N1CCOCC1 | i | -3 | -1
CCN[C@H]1C[C@H](C)S(=O)(=O)c2sc(S(N)(=O)=O)cc21 | i | 7 | -2
CCOC(=O)c1cccc(Nc2nc(C)cc(C)n2)c1 | i | 4 | 1
CS(=O)(=O)N(CC(=O)O)c1cc(C(F)(F)F)ccc1Cl | i | -33 | -3
CC(NC(=O)c1ccco1)C(=O)N1CCN(c2cccc(Cl)c2)CC1 (stereo not given) | i | -4 | -1
Oc1cc(Nc2cccnc2)cc2cccnc12 | i | 18 | -6
CCOc1ccccc1N1CCN(CC(=O)N(C2CCCC2)C2CCS(=O)(=O)C2)CC1 (stereo not given) | i | 1 | 0
O=C(Nc1ccc(N2CCCCCC2)cc1)c1ccc[nH]1 | i | 3 | 0
CCOc1cc(N2CCOCC2)c(OCC)cc1NC(=O)c1cccc(S(=O)(=O)N2CCOCC2)c1 | i | -3 | 3
O=C(COC(=O)/C=C/c1cccc(F)c1)NC(=O)NCc1ccccc1 | i | 7 | -2
CCc1ccc(C(=O)C(C)OC(=O)Cn2[nH]c(=O)c3ccccc3c2=O)cc1 (stereo not given) | i | 3 | 2
CCCn1c(N)c(N(CCOC)C(=O)CSCC(=O)Nc2ccc(C)cc2)c(=O)[nH]c1=O | i | 5 | -40
C[C@H](CO)N1C[C@H](C)[C@@H](CN(C)Cc2ccncc2)Oc2c(NC(=O)CCCCCC(=O)Nc3ccccc3N)cccc2C1=O | i | 7 | -1
CCOC(=O)CN(C(=O)COC(=O)C1=NNC(=O)CC1)c1ccc(F)cc1 | i | -2 | -5
CCN(CC)C(=O)COc1ccc2oc(C)c(C(=O)OC)c2c1 | i | 11 | 3
COc1cc(C[C@@H](C)[C@@H](C)Cc2ccc(O)c(OC)c2)ccc1O | i | 28 | -2
O=C(c1cc2ccccc2o1)N1CCN(c2ncccn2)CC1 | i | 1 | -2
OCC[C@H]1C[C@H](O)[C@@H](O)[C@]2(CCc3ccccc3O2)O1 | i | 6 | 0
O=C(Nc1cccc(S(=O)(=O)NC2=NCCC2)c1)c1ccc(=O)[nH]c1 | i | 4 | 3
COc1cc(/C=C/C(=O)OCC(=O)NNC(=O)c2cc(Cl)ccc2OC)ccc1O | i | -1 | 0
CCOc1ccc(NC(=O)COC(=O)c2ccc3c(c2)OCO3)cc1 | i | 4 | -2
CC1CCc2c(sc3ncnc(SCC(=O)N(C)C4CCS(=O)(=O)C4)c23)C1 (stereo not given) | i | -4 | -1
COc1ccc(C(=O)N2CCN(S(=O)(=O)c3ccc4c(c3)OCCO4)CC2)cc1OC | i | -4 | -1
COc1ccccc1C(=O)NC(=O)CSc1ccc(C)c(C)c1 | i | 2 | -4

By substructure: the compounds so far with a thiophene ring, fused or not.
mol | KCNK3 inh | Dyrk1A ADPGlo | GSK3 alpha inh
CC(C(=O)Nc1ccc([N+](=O)[O-])cc1Cl)N1CCN(S(=O)(=O)c2cccs2)CC1 (stereo not given) | i | -3 | -6
COC(=O)c1cn(C(=O)c2cccs2)c2ccccc12 | i | 4 | 5
CCN[C@H]1C[C@H](C)S(=O)(=O)c2sc(S(N)(=O)=O)cc21 | i | 7 | -2
CC1CCc2c(sc3ncnc(SCC(=O)N(C)C4CCS(=O)(=O)C4)c23)C1 (stereo not given) | i | -4 | -1

Additional records.
mol | KCNK3 inh | Dyrk1A ADPGlo | GSK3 alpha inh
COc1ccc([N+](=O)[O-])cc1NS(=O)(=O)c1cc(C(=O)NCc2cccnc2)ccc1Cl | i | -1 | -1
O=C(COc1ccc(-c2nnco2)cc1)NC1CCS(=O)(=O)C1 (stereo not given) | i | -2 | -1
C(#Cc1c(-c2ccsc2)sc2ccccc12)c1ccsc1 | i | -1 | -1
CCN(CC)CCN1C(=O)C(=O)/C(=C(/O)c2c(C)[nH]c(C(=O)OC)c2C)C1c1cccnc1 (stereo not given) | i | 1 | -1
Cn1c(SCC(=O)NC(=O)Cc2ccccc2)nnc1-c1ccc(F)cc1 | i | -2 | -4
CCOC(=O)[C@H]1[C@H]2COc3ccc(Cl)cc3[C@@H]2N2C(=O)CNC(=O)[C@@]12C | i | -1 | 0
Cc1ccsc1C(=O)OCC(=O)c1ccc(OC(F)F)cc1 | i | 11 | 1
O=C(CN1CCN(C(=O)c2ccc(-c3nc4ccccc4s3)o2)CC1)Nc1ccc(F)cc1 | i | 7 | 10
C[C@H](CO)N1C[C@H](C)[C@@H](CN(C)C(=O)NC2CCCCC2)Oc2c(NC(=O)C3CC3)cccc2C1=O | i | 5 | 1
N#CC1(NC(=O)COC(=O)c2ccc(-c3ccc(O)cc3)cc2)CCCCC1 | i | 9 | -3

Entries above containing a nitro group on carbon:
mol | KCNK3 inh | Dyrk1A ADPGlo | GSK3 alpha inh
CC(C(=O)Nc1ccc([N+](=O)[O-])cc1Cl)N1CCN(S(=O)(=O)c2cccs2)CC1 (stereo not given) | i | -3 | -6
CC(C)C[C@@H]1NC(=O)[C@H](CO)NC(=O)c2cc([N+](=O)[O-])cc(I)c2OCC[C@@H](C(N)=O)NC1=O | i | 3 | 2
CC(OC(=O)c1ccc([N+](=O)[O-])o1)C(=O)NC1CCCCC1C (stereo not given) | i | 3 | -2
Cn1c(N)c(C(=O)COC(=O)c2ccccc2C(=O)c2ccc(Cl)c([N+](=O)[O-])c2)c(=O)n(C)c1=O | i | -3 | -1
COc1ccc([N+](=O)[O-])cc1NS(=O)(=O)c1cc(C(=O)NCc2cccnc2)ccc1Cl | i | -1 | -1

Continuation:
mol | KCNK3 inh | Dyrk1A ADPGlo | GSK3 alpha inh
C=CCC[C@@H](Cc1ccc(F)cc1)C(=O)OC[C@H](C)NC(=O)[C@@H](CC=C)CC(=O)N[C@@H](CO)Cc1ccccc1 | i | 13 | -2
Cc1ccc(S(=O)(=O)N(CC(=O)N=Nc2c(O)[nH]c3ccccc23)c2ccc(C)c(C)c2)cc1 | i | 7 | 0
O=C1N[C@@H](Cc2ccccc2)COC(=O)[C@H](Cc2ccc(F)cc2)CC/C=C/C[C@@H]1CC(=O)N(CCO)Cc1ccccc1 | i | 0 | 0
COc1cccc(C(=O)NCC(c2cccs2)N2CCOCC2)c1 (stereo not given) | i | -6 | -1
O=C(Nc1ccc2c(c1)CCC2)c1cc(F)cc(F)c1 | i | -3 | 1
O=C(CNS(=O)(=O)c1ccc2c(c1)OCCCO2)N1CCN(Cc2ccccc2)CC1 | i | 0 | -2
C#CCOCCOCCOCCNc1nc(N2CCN(C(=O)CCCCCCCCCCNC(=O)[C@H](CCCCN)n3cc(CCO)nn3)CC2)nc(N2CCN(C(=O)CCCCCCCCCCNC(=O)[C@H](CCCN=C(N)N)n3cc(C[C@@H](C)CC)nn3)CC2)n1 | i | 19 | 19
O=C(CCCCn1c(=O)c2ccccc2n(Cc2ccc(F)cc2)c1=O)NCc1ccco1 | i | -6 | -1
C=C1c2c(Cl)ccc(O)c2C(O)=C2C(=O)[C@]3(O)C(O)=C(C(N)=O)C(=O)[C@@H](N(C)C)[C@@H]3[C@@H](O)C12 (stereo not given in full) | i | 0 | 0
c1ccc2c(c1)Nc1nccnc1S2 | i | 3 | 2
CN(c1ccccc1)S(=O)(=O)c1cccc(C(=O)NCc2ccccc2CN2CCCC2)c1 | i | 0 | -3
Cc1cc(NC(=O)COc2ccc([N+](=O)[O-])cc2)no1 | i | 1 | -1
Cc1ccc(-c2cc(C(=O)N3CCN(c4ccc(O)cc4)CC3)c3ccccc3n2)cc1 | i | -3 | -2
COc1cccc(NC(=O)CN(C)CC(=O)NCc2ccc3c(c2)OCO3)c1 | i | -3 | -3
C/C(=N\NC(=O)c1ccc(O)cc1)c1ccc2c(c1)OCCO2 | i | 1 | 3
COc1ccc2c(c1)OC[C@H]1[C@H]2N2C(=O)CN(Cc3ccc(C)cc3)C(=O)[C@@]2(C)[C@H]1c1ccccc1 | i | -5 | -2
COc1ccccc1CNC(=O)COC(=O)/C=C/c1ccc2ccccc2n1 | i | -11 | 0
CS(=O)(=O)c1ccc(NC(=O)c2ccccc2-n2cnnn2)cc1 | i | -3 | 1
C#CCCc1cscc1/C=[N+](\[O-])c1ccc(C(=O)OCC)cc1 | i | 5 | -1
CC(=O)NC1(c2ccccc2)CCN(c2nc(C)cc(C)n2)CC1 | i | -2 | -1
CCn1nnc2cc(C(=O)OCC(=O)N(C)Cc3cccc(F)c3)ccc21 | i | 1 | -4
Cc1ccc(S(=O)(=O)NC(CC(C)C)C(=O)N2CCN(C/C=C/c3ccccc3)CC2)cc1 (stereo not given) | i | 0 | -2
CC1CCCCC1NC(=O)Cn1c(=O)cnc2ccccc21 (stereo not given) | i | -8 | -1
CC(=O)Nc1cnc2ccccc2n1 | i | 11 | -4
O=C(N=C1SC2CS(=O)(=O)CC2N1c1ccccc1)c1cccc([N+](=O)[O-])c1 (stereo not given) | i | -1 | -3
CC(=O)c1c(C)[nH]c(C(=O)OCC(=O)Nc2cccnc2Cl)c1C | i | 1 | 4
c1ccc(Cn2cnc3ccccc32)cc1 | i | 1 | -2
CCN1C(=O)[C@@H]2[C@@H](c3ccc(-c4ccc(OC)cc4)c(OC)c3)N3CCCC[C@@]3(C(=O)OC)[C@@H]2C1=O | i | 7 | 1
COc1ccccc1N(C)S(=O)(=O)c1ccc(C(=O)NCC2CCCCC2)cc1 | i | -2 | -1
COc1cc(-c2ccc3c(=O)c4ccccc4sc3c2)cc(OC)c1OC | i | 11 | -2
COc1cccc(C2=CC(=O)C[C@H](c3ccc(Cl)cc3)C2)c1 | i | 2 | -2
CC[C@H]1C/C=C\Cc2ccccc2[C@@H](C(=O)C[C@@H](O)CC(C)=O)OC1=O | i | -1 | -3
O=C(NCC1CCCCC1)c1cc(S(=O)(=O)N2CCCCC2)ccc1Cl | i | -4 | -4
CCC(C)(c1nnnn1-c1c(C)cccc1C)N(N=O)c1ccccc1Cl (stereo not given) | i | -3 | 1

Source: PubChem BioAssay (several laboratories)
